# Source: PubChem
# PGE2 EP2 inh: inhibitors of human EP2 prostaglandin E2 receptor. hit rate 0.52% among 260,000. C6 glioma cells expressing human EP2, cAMP TR-FRET; cells stimulated with saturating PGE2. P43116. inhibition, % at 25 µM;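 active = percent inhibition above 40 after rounding to a whole number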;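 also: rat C6 glioma host cells with rolipram phosphodiesterase inhibitor present; the protocol text gives 20 µM as final concentration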
# Target sequence (P43116 whole entry, looked up): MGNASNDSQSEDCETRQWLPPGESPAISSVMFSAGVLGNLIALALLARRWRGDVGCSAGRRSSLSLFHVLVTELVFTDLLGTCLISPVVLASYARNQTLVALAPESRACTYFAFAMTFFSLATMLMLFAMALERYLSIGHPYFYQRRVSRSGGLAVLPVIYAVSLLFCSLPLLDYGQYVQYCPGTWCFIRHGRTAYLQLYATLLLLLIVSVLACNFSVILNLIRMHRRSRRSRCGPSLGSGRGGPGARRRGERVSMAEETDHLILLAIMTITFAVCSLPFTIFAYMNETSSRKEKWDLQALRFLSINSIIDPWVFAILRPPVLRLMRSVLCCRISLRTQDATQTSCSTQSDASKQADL
# TbHK1 inh: blocks Trypanosoma brucei hexokinase 1 activity; recombinant TbHK1, G6PDH-coupled NADH A340; inhibition, % at 10 µM; hit rate 0.11% among 220,000; AID 1430;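 active = inhibition of 50% or more in the single-dose primary screen; inactive = inhibition below 50%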
# EP2 modulator: modulates human prostaglandin E2 receptor EP2 signaling; P43116; EP2-expressing cells, cAMP HTRF FRET, PGE2 co-stimulation; induction, % at 25 µM; hit rate 0.83% among 260,000;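 active = compounds whose cAMP rise, as percent of the full-agonist control response, exceeds 60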;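 also: rat C6 glioma line stably carrying human EP2 under a CMV promoter; the protocol text gives 20 µM as final concentration; 100% = response of wells given 1 µM PGE2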
# eIF4E-4G inh: inhibitors of eIF4E and eIF4G interaction in translation initiation; inhibition, % at 21.7 µM; hit rate 0.37% among 220,000; AID 782; P63073+Q04637; TR-FRET eIF4E-eIF4GI(517-606) binding, 2 h;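 active = inhibition above about 30%, limit read from the data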;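 also: 0% = full FRET control wells and 100% = background wells lacking eIF4GI fragment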
# zVAD death inh: L929 zVAD cell death inhibition; viability rescue, % at 10 µM; AID 1377; L929 zVAD necroptosis rescue, ATP luminescence, 24 h; with zVAD 60 µM; hit rate 0.38% among 220,000;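 active = activation, scaled between plate controls, above about 75%, limit read from the data; inactive = activation under that limit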;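 also: 0% = zVAD with DMSO and 100% = DMSO alone without zVAD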
# Rad51 HR inh: Rad51 (human) homologous recombination inhibition | Q06609 | hRad51 DNA strand exchange, fluorescence dequenching | inhibition, % at 10 µM | hit rate 0.085% among 200,000;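 active = inhibition above 40% at the single screening dose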;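 also: 0% = DMSO control wells and 100% = blanks with heterologous ssDNA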
# Target sequence (Q06609 whole entry, looked up): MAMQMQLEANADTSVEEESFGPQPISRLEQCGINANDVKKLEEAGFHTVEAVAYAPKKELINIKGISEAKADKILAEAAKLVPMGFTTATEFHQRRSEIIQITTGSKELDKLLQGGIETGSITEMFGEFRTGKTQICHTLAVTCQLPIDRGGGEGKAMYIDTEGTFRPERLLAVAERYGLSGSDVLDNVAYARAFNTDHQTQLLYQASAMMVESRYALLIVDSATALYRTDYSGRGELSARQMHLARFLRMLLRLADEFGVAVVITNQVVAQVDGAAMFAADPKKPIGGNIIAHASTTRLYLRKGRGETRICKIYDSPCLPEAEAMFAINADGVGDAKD
#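 Test system – preformed human Rad51 ssDNA filaments · Reagent – Donor/quencher-labelled 47-bp dsDNA substrate · Incubation – 37 °C 15-min filament assembly, 30-min compound preincubation, 15-min exchange · Signal – FRET fluorescence dequenching, excitation 485 nm, emission 520 nm · Read-out – percent inhibition from fluorescence, normalised to plate control and blank means · Benchmarks – plate control and blank wells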
# Hck Nef HTS: blocks Nef-activated human Hck kinase | Recombinant Hck-YEEI plus Nef, Z-Lyte FRET kinase assay | hit rate 0.68% among 220,000 | inhibition, % at 20 µM | P08631 | AID 463187;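 active = Hck-Nef kinase inhibition above about 50%, limit read from the data; inactive = inhibition below that limit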;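 also: 0% = DMSO with Hck plus Nef and 100% = Hck alone without Nef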
# 14-3-3 Bad inh: disrupts binding of bovine 14-3-3 zeta to phospho-Bad peptide; inhibition, % at 21.7 µM; P63103; TR-FRET 14-3-3zeta/Dy647-pBad peptide displacement, 1 h; hit rate 0.71% among 220,000; AID 781;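 active = inhibition above about 70%, limit read from the data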;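 also: 0% = full 14-3-3 plus peptide FRET controls and 100% = background without 14-3-3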
# Target sequence (P63103 whole entry, looked up): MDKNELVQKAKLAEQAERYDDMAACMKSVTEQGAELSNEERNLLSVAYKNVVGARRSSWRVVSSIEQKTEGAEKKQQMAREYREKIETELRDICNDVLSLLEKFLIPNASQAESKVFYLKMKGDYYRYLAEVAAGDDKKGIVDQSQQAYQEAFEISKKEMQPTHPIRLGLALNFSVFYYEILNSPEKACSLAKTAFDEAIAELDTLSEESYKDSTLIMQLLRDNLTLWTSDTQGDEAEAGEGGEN
# Calpain2 inh: calpain II (pig) inhibition; purified calpain II, fluorogenic peptide substrate, 30 min; inhibition, % at 16 µM; hit rate 0.37% among 220,000;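 active = inhibition above about 50%, limit read from the data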
# Active calls of the source: *; x = no result given; & = joins results of further samples; [ ] = remark or other dose. Not all compounds are listed, so the mix of outcomes need not match the whole.
1	C#CCOCCOCCOCCNc1nc(N2CCOCC2)nc(N2CCN(C(=O)Cn3cc(CCCN=C(N)N)nn3)CC2)n1
2	O=C(COC(=O)CCc1c[nH]c(=O)[nH]1)Nc1ccccc1
3	COc1ccc(N/C=C2/CCCCC2=O)cc1
4	Cc1nn(-c2ccccn2)c2c1C(=O)CC(C)(C)C2Br (stereo not drawn)
5	CCn1c(CS(=O)Cc2ccc(Cl)cc2Cl)nnc1SCc1c(Cl)cccc1Cl (stereo not drawn)
6	CCOC(=O)C1CCCN(C(=O)c2cn(C)c3ccc(S(=O)(=O)N(C)C)cc3c2=O)C1 (stereo not drawn)
7	O=C(CSC1=NC(=O)C(c2ccccc2)C(=O)N1)Nc1ccccc1Cl (stereo not drawn)
8	O=C(Nc1nc2cc3c(cc2s1)OCCO3)C1=COCCO1
9	CC(C)Cc1csc(NC(=O)c2ccc(Cl)cc2)c1C(=O)O
10	CCOc1ccccc1NC(=O)COC(=O)C(CC(C)C)N1C(=O)C2CC=CCC2C1=O (stereo not drawn)

entry no.	1	2	3	4	5	6	7	8	9	10
Calpain2 inh	-4	-19	-32	22	3	5	-13	9	4	1
eIF4E-4G inh	3	0[fluorescence artefact?]	-1	2	x	5	-2	-3	5[fluorescence artefact?]	2[fluorescence artefact?]
Rad51 HR inh	7	-11	8	-18	5	3	6	x	-1	1
zVAD death inh	6.1	-0.3	0.3	0.0	-0.4	1.1	1.6	0.6	0.3	0.7
EP2 modulator	13	24	-12	42	-36	5	28	-18	-18	11
TbHK1 inh	-1	-1	-11	-7	4	-31	-4	-26	-9	-1
14-3-3 Bad inh	20	5[fluorescence artefact?]	-19	2	x	8	5[fluorescence artefact?]	-5	-4[fluorescence artefact?]	2
Hck Nef HTS	-1	0	-1	15	-2	1	-1	7	3	0
PGE2 EP2 inh	17	4	4	15	10	7	14	15	5	7

# In a second layout: results already given.
cpd | SMILES | Calpain2 inh | eIF4E-4G inh | Rad51 HR inh | zVAD death inh | EP2 modulator | TbHK1 inh | 14-3-3 Bad inh | Hck Nef HTS | PGE2 EP2 inh
2 | O=C(COC(=O)CCc1c[nH]c(=O)[nH]1)Nc1ccccc1 | -19 | 0[fluorescence artefact?] | -11 | -0.3 | 24 | -1 | 5[fluorescence artefact?] | 0 | 4
3 | COc1ccc(N/C=C2/CCCCC2=O)cc1 | -32 | -1 | 8 | 0.3 | -12 | -11 | -19 | -1 | 4
4 | Cc1nn(-c2ccccn2)c2c1C(=O)CC(C)(C)C2Br (stereo not drawn) | 22 | 2 | -18 | 0.0 | 42 | -7 | 2 | 15 | 15
5 | CCn1c(CS(=O)Cc2ccc(Cl)cc2Cl)nnc1SCc1c(Cl)cccc1Cl (stereo not drawn) | 3 | x | 5 | -0.4 | -36 | 4 | x | -2 | 10
6 | CCOC(=O)C1CCCN(C(=O)c2cn(C)c3ccc(S(=O)(=O)N(C)C)cc3c2=O)C1 (stereo not drawn) | 5 | 5 | 3 | 1.1 | 5 | -31 | 8 | 1 | 7
7 | O=C(CSC1=NC(=O)C(c2ccccc2)C(=O)N1)Nc1ccccc1Cl (stereo not drawn) | -13 | -2 | 6 | 1.6 | 28 | -4 | 5[fluorescence artefact?] | -1 | 14
8 | O=C(Nc1nc2cc3c(cc2s1)OCCO3)C1=COCCO1 | 9 | -3 | x | 0.6 | -18 | -26 | -5 | 7 | 15

# Next structures follow.
11	CN(CC(=O)N1CCc2ccccc21)S(=O)(=O)c1cccc2cccnc12
12	Cc1c(Br)c([N+](=O)[O-])nn1C(C)C(=O)NCC1CCCO1 (stereo not drawn)
13	COC(=O)N/N=C1\CCCc2c(C)cc(C)cc21
14	O=C(OCC(=O)N1CCCCCC1)c1cccs1
15	COc1ccc(-n2c(=O)c3ccccc3n(CC(=O)Nc3ccccc3OC)c2=O)cc1
16	COc1ccc(F)c(C2C(C#N)=C(N)Oc3n[nH]c(C(C)(C)C)c32)c1 (stereo not drawn)
17	O=C(COC(=O)CCC(=O)Nc1nccs1)NCc1ccco1
18	COc1ccc(C2CC(c3cccs3)=NN2C(=O)CSc2nncn2C)cc1OC (stereo not drawn)
19	Cc1[nH]c(=O)[nH]c(=O)c1/C=N/NC(=O)[C@H](CC(C)C)NC(=O)OC(C)(C)C
20	COCCn1c(Cc2cccn2C)nnc1SCC(=O)Nc1nccs1

entry no.	11	12	13	14	15	16	17	18	19	20
Calpain2 inh	-13	-2	-12	-10	12	-45	-4	1	18	16
eIF4E-4G inh	0	-3	-1	9	1	-1	4	-1	1	-1
Rad51 HR inh	-1	10	6	4	-10	3	-5	-3	x	x
zVAD death inh	-0.4	6.4	1.1	0.3	-1.6	-1.0	0.8	-1.4	0.9	1.1
EP2 modulator	0	-8	4	-4	7	-5	14&10	27	12	12
TbHK1 inh	2	-7	-6	-2	11	1	8	-13	-9	-8
14-3-3 Bad inh	-8	-10	-1	-3	-1	-4	-2	15	-7	-5
Hck Nef HTS	0	16	24	1	14	0	-1	-13	1	-3
PGE2 EP2 inh	23	13	7	13	2	9	7&15	4	x	4

21	Cc1onc(-c2c(F)cccc2Cl)c1C(=O)OCC(=O)NC(=O)NCC(C)C
22	CN1C(=O)C(=C2CCCCCC2)SC1=S
23	Cc1ccc(C)c(C(=O)C(C)OC(=O)c2cccn2C)c1 (stereo not drawn)
24	COc1cc(OC)cc(-c2cc(N)n(S(=O)(=O)Cc3ccccc3)n2)c1
25	CCCn1c(C(O)c2ccc3c(c2)OCO3)nc2ccccc21 (stereo not drawn)
26	CC(Oc1ccc(Cl)cc1Cl)c1nc(-c2ccc(NC(=O)c3ccco3)cc2)no1 (stereo not drawn)
27	O=C(CSc1ncnc2ccccc12)Nc1cccc(S(=O)(=O)N2CCCC2)c1
28	CCOc1ccc(NC(=O)CN(C)S(=O)(=O)c2ccc3c(c2)CCC(=O)N3)cc1
29	O=C(Nc1ccccn1)c1ccc2nc(-c3ccccc3)c(-c3ccccc3)nc2c1
30	Fc1ccc(-c2cc(C(F)(F)F)nc(-n3cncn3)n2)cc1

entry no.	21	22	23	24	25	26	27	28	29	30
Calpain2 inh	-6	-4	28	-2	23	-2	-31	24	-21	-27
eIF4E-4G inh	-1	-14[fluorescence artefact?]	-3	-2	-4	2	-2	0	-6	-5
Rad51 HR inh	0	2	-1	-5	7	1	27	10	6	x
zVAD death inh	26	1.8	-0.4	1.2	0.2	0.2	12	-0.2	3.2	3.0
EP2 modulator	1	-4	17	5	11	-43	-35	-19	9	13
TbHK1 inh	-10	-4	-11	-3	-2	7	-3	-7	-10	-11
14-3-3 Bad inh	-14	-14[fluorescence artefact?]	7	-5	-1	6[fluorescence artefact?]	-16	5	0	6
Hck Nef HTS	22	0	1	3	-1	-19	22	8	42	1
PGE2 EP2 inh	4	12	8	13	7	7	8	1	6	7

31	O=C(/C=C/c1cccc(F)c1)N1CCc2ccccc21
32	CCN(CC)S(=O)(=O)c1cc(C(=O)O)c(Cl)cc1Cl
33	O=C(CSc1n[nH]c(=O)n1Cc1ccco1)c1ccc(F)cc1
34	CCOC(=O)c1c(C)n(C)c2ccc(OCC(O)Cn3c(C)nc4ccccc43)cc12 (stereo not drawn)
35	Cc1ccc(-n2cc(CN3CCC(CO)(Cc4cccc(C(F)(F)F)c4)CC3)cn2)cc1
36	O=C(CCC(=O)NNC(=O)c1ccccc1[N+](=O)[O-])NCc1ccccc1
37	Cc1ccc(NNC(=O)c2ccc(Cl)cc2)nn1
38	Cc1ccc(C(=O)OC(C)CN2CCN(C)CC2)cc1 (stereo not drawn)
39	O=C(Cc1ccccc1)NCc1ccc(-n2cccc2)cc1
40	Cc1ccc(OCCCn2ccnc2)cc1C

entry no.	31	32	33	34	35	36	37	38	39	40
Calpain2 inh	-11	-10	-6	-148	10	-15	1	-4	17	-23
eIF4E-4G inh	25	3	1	-12	0	-3	7	3	0	2[fluorescence artefact?]
Rad51 HR inh	8	0	-1	-4	-6	21	18	15	-3	7
zVAD death inh	0.0	0.7	0.3	0.0	13	1.5	-0.2	-1.2	0.2	-0.3
EP2 modulator	-7	25	-29	-15	-48	-4	15	3	-24	18
TbHK1 inh	-3	-2	-6	-15	11	-6	-1	-4	7	-2
14-3-3 Bad inh	4[fluorescence artefact?]	9[fluorescence artefact?]	-14	3	2	-17	-4	7	2	-1[fluorescence artefact?]
Hck Nef HTS	5	2	13	5	-2	20	1	11	-14	-19
PGE2 EP2 inh	6	4	6	6	4	3	3	9	15	13

41	Cc1ccccc1C(=O)NNC(=O)c1ccc(F)cc1
42	COC(=O)c1cc(NS(=O)(=O)c2ccc(F)cc2)ccc1N1CCOCC1
43	COc1cc(/C=c2\s/c(=C(/C#N)C(=O)N3CCCC3)n(-c3ccccc3)c2=O)ccc1O
44	COc1ccccc1NC(=S)Nc1ccc2cn[nH]c2c1
45	CCOc1ccc(NC(=O)c2cc3c(C)nc4ccccc4c3o2)cc1
46	O=C1NC(c2ccccc2OC(F)F)Oc2ccccc21 (stereo not drawn)
47	O=C(CSc1ccccc1)NC(=O)NCc1ccccc1
48	O=c1c2ccccc2nnn1CCO
49	CCc1nc2c3cnn(-c4cc(Cl)ccc4C)c3ncn2n1
50	O=C(O)Cc1ccc(NC(=O)C2CC=CCC2C(=O)O)cc1 (stereo not drawn)

entry no.	41	42	43	44	45	46	47	48	49	50
Calpain2 inh	0	16	-222	-11	-200	-20	1	-17	14	3
eIF4E-4G inh	4	-4	6	0	3	3	0	2	8	-1
Rad51 HR inh	1	16	x	2	3	9	5	-8	-1	-6
zVAD death inh	0.0	0.6	-0.6	2.2	3.1	4.8	-0.5	1.4	0.1	0.2
EP2 modulator	17	-8	8	-73	-4	24	17	18	4	12
TbHK1 inh	-2	40	-13	0	-19	2	-2	-4	6	5
14-3-3 Bad inh	-18	-2	-8	-7	36[fluorescence artefact?]	-10	1	-13	-4	-2
Hck Nef HTS	1	-5	1	0	20	22	25	2	1	3
PGE2 EP2 inh	12	5	25	7	26	3	4	7	8	10

51	O=C(CSC1=NCCS1)NC(c1ccccc1)c1ccccc1
52	CC(C)CNC(=O)C(=O)NCc1ccccc1
53	CCOC(=O)C1(C(=O)OCC)CC1c1ccccc1 (stereo not drawn)
54	COc1cccc(NC(=O)CCN2CCC(C(N)=O)CC2)c1
55	CCN(CC)S(=O)(=O)c1ccc(C)c(NC(=S)N2CCN(Cc3ccc4c(c3)OCO4)CC2)c1
56	COc1cc(CO)ccc1OCc1ccc(Cl)nc1
57	CCCC(=O)N1N=C(c2ccccc2)CC1c1cn(C)c2ccccc12 (stereo not drawn)
58	Cc1cccc(OCCCC(=O)N2CCCc3ccccc32)c1C
59	Cc1ccc(NC2=NCCC2)cc1Cl
60	Cc1ccc(-n2c(C)cc(/C=N/NC(=O)Cn3c4ccccc4c(=O)c4ccccc43)c2C)cc1

entry no.	51	52	53	54	55	56	57	58	59	60
Calpain2 inh	2	-19	2	-7	-26	5	-1	-3	-9	-75
eIF4E-4G inh	-7	0	4	-7	-2	1	2	-14	0[fluorescence artefact?]	1
Rad51 HR inh	-18	-108	58*	6	-1	x	4	x	-2	13
zVAD death inh	0.3	-0.8	0.1	0.4	-0.5	0.3	0.3	-0.5	-0.2	0.6
EP2 modulator	10	8	7	-9	-29	-12	32	82*	18	-15
TbHK1 inh	-7	-2	1	-4	7	5	-10	1	-2	-7
14-3-3 Bad inh	1	0	7[fluorescence artefact?]	13	-15	-14	-20	-1	-3	-9
Hck Nef HTS	5	3	1	-1	2	11	2	1	0	38
PGE2 EP2 inh	5	4	8	7	6	11	11	7	10	10
